Assay outcomes deposited in PubChem by Broad Institute.
U2OS ROS induce: inducers of reactive oxygen species in cancer cells; U2OS ROS induction, H2DCF-DA fluorescence; ROS induction (% of piperlongumine), % at 10 µM; actives 2% (n = 46,000); in the data active = ROS induction above about 79%, passing the limit was not always enough; inconclusive = no clear call, values can overlap the other calls;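 note: 0% = DMSO vehicle median and 100% = reference compound median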
Numbers without * were called inactive; u = inconclusive. Not all compounds are listed, so the mix of outcomes need not match the whole.

SMILES | U2OS ROS induce
COc1cc2c(cc1OC)CN(C(=O)[C@H]1[C@@H]3C(=O)O[C@@H](c4ccccc4)[C@@H](c4ccccc4)N3[C@@H](c3ccc(OCCO)cc3)[C@]13C(=O)Nc1ccc(C#CC4=CCCCC4)cc13)CC2 | 61
CC(C)NC(=O)N(C)C[C@H]1Oc2c(NC(=O)C3CCCCC3)cccc2C(=O)N([C@@H](C)CO)C[C@H]1C | -8
C[C@@H]1CN([C@H](C)CO)C(=O)CCCn2cc(nn2)CO[C@@H]1CN(C)C(=O)C1CCCCC1 | 2
COC(=O)c1ccc(C(=O)OC)c(NS(=O)(=O)c2ccc3c(c2)OCCO3)c1 | -5
Cc1ccccc1S(=O)(=O)N(C)C[C@@H]1OCc2cnnn2CCCC(=O)N([C@H](C)CO)C[C@@H]1C | -14
CCN(CC)CCNc1ccc(CO)c2sc3ccccc3c(=O)c12 | 4
C/C=C(/C)C(=O)OC1Cc2c(ccc3ccc(=O)oc23)OC1(C)C (stereo not drawn) | -1
C[C@H]1CN([C@@H](C)CO)C(=O)c2cc(NC(=O)CCN3CCOCC3)ccc2O[C@@H]1CN(C)Cc1ccc2c(c1)OCO2 | 0
CC(C)CCNS(=O)(=O)Cc1ccccc1 | -8
C[C@@H]1CN([C@H](C)CO)C(=O)Cc2cc(NS(=O)(=O)c3ccc(Cl)cc3)ccc2O[C@H]1CN(C)S(C)(=O)=O | -1

Reprinted at random: 2 records from the list
SMILES | U2OS ROS induce
COc1cc2c(cc1OC)CN(C(=O)[C@H]1[C@@H]3C(=O)O[C@@H](c4ccccc4)[C@@H](c4ccccc4)N3[C@@H](c3ccc(OCCO)cc3)[C@]13C(=O)Nc1ccc(C#CC4=CCCCC4)cc13)CC2 | 61
C[C@H]1CN([C@@H](C)CO)C(=O)c2cc(NC(=O)CCN3CCOCC3)ccc2O[C@@H]1CN(C)Cc1ccc2c(c1)OCO2 | 0

The listing continues:
SMILES | U2OS ROS induce
CN1CCN(C2=Nc3ccccc3Sc3ccc(Cl)cc32)CC1 | 44
C[C@@H]1CN([C@H](C)CO)C(=O)Cc2cc(NC(=O)Cc3cn(C)c4ccccc34)ccc2O[C@@H]1CN(C)Cc1ccc(C(=O)O)cc1 | 1
O=C(Nc1ccc(I)cc1C(=O)N1CCN(CCO)CC1)c1ccccc1Cl | -12
C[C@@H]1CN([C@H](C)CO)C(=O)c2cccc(NC(=O)NC3CCCCC3)c2O[C@H]1CN(C)S(=O)(=O)c1ccccc1 | 0
C[C@@H]1CN([C@H](C)CO)C(=O)Cc2cc(N(C)C)ccc2O[C@H]1CN(C)C(=O)Nc1ccc2c(c1)OCO2 | -6
COc1ccccc1-c1cc(=O)c2c(OC)cccc2o1 | 18
COC(=O)COc1nsnc1N1CCOCC1 | 28
C[C@@H]1CN([C@@H](C)CO)C(=O)c2cc(NS(=O)(=O)c3cccs3)ccc2O[C@H]1CN(C)Cc1ccc(C(=O)Nc2ccccc2N)cc1 | -10
NC(=O)NCC#Cc1ccc2c(c1)[C@]1(C(=O)N2)[C@H](C(=O)Nc2nc3ccccc3s2)[C@H]2C(=O)O[C@H](c3ccccc3)[C@H](c3ccccc3)N2[C@@H]1c1ccccc1OCCO | 9
CCOC(=O)c1cnc2cc(C(F)(F)F)ccc2c1N(C)Cc1ccccc1 | 62
O=C(N/N=C/c1ccc([N+](=O)[O-])s1)c1ccccc1O | 5
Cc1cc(C(C)(C)C)c(O)c(C)c1CC1=NCCN1 | 19
Cc1ccc(S(=O)(=O)N(C)C[C@@H]2Oc3ccc(NC(=O)C4CCCCC4)cc3C(=O)N([C@@H](C)CO)C[C@H]2C)cc1 | 13
CC(=O)Nc1ccc(C(=O)CSc2nnc(C)s2)cc1 | -5
C[C@@H]1CN([C@@H](C)CO)C(=O)c2cc(NS(=O)(=O)c3ccccc3)ccc2O[C@H]1CN(C)S(=O)(=O)c1ccc(F)cc1 | -2
COc1ccc2c(c1)OC/C(=C\c1ccc(OC)c(O)c1)C2=O | 70
COc1ccc(NC(=O)Nc2c(SC)nsc2SC)cc1 | 52
C[C@H]1CN([C@@H](C)CO)C(=O)c2cccc(NS(=O)(=O)c3cn(C)cn3)c2O[C@H]1CN(C)C(=O)Nc1ccc(C(F)(F)F)cc1 | -3
COC(=O)C(CC(C)C)NS(=O)(=O)c1ccc(-c2nnc(SC)n2C)s1 (stereo not drawn) | 1
Cc1ccc(S(=O)(=O)N(C)C[C@H]2OCCCC[C@@H](C)Oc3ccc(NS(=O)(=O)c4ccc(F)cc4)cc3C(=O)N([C@H](C)CO)C[C@@H]2C)cc1 | 35
Cc1ccc(S(=O)(=O)Nc2cccc3c2O[C@@H](CN(C)S(=O)(=O)c2ccc(Cl)cc2)[C@@H](C)CN([C@@H](C)CO)C3=O)cc1 | 52
COc1ccc(NC(=O)N(C)C[C@H]2Oc3ccc(NC(=O)c4ccncc4)cc3C(=O)N([C@@H](C)CO)C[C@@H]2C)cc1 | -18
O=C1N(CCS(=O)(=O)c2ccccc2)c2ccccc2[C@H]2OC(c3ccc(OCCCO)cc3)=N[C@@]12CCS(=O)(=O)c1ccccc1 | 27
O=C(O)CSc1c2c(nc3cc(C(=O)NC4CCCCCC4)ccc13)CCC2 | 2
Cc1ccc(-c2nn(CCC(=O)N3CCCC3)c(=O)c3ccccc23)cc1 | 13
C[C@H]1CN([C@@H](C)CO)C(=O)Cc2cc(NC(=O)Nc3ccc(C(F)(F)F)cc3)ccc2O[C@@H]1CN(C)C(=O)Nc1ccc(F)cc1 | 8
CNC[C@@H]1Oc2c(NS(=O)(=O)c3ccc(OC)cc3)cccc2C(=O)N([C@@H](C)CO)C[C@@H]1C | -8
C[C@H](CO)N1C[C@H](C)[C@H](CN(C)Cc2ccc(C(=O)Nc3ccccc3N)cc2)Oc2ccc(NC(=O)Nc3ccc(F)cc3)cc2CC1=O | 57
Cc1ccc(N2CCN(C(=O)Cn3nc(Cc4cccnc4)c4ccccc4c3=O)CC2C)cc1 (stereo not drawn) | 14
Cc1ccc(S(=O)(=O)Nc2ccc3c(c2)CC(=O)N([C@@H](C)CO)C[C@H](C)[C@H](CN(C)C(=O)Nc2ccccc2)O3)cc1 | -6
Cc1noc(C)c1NC(=O)Nc1ccc2c(c1)CC(=O)N([C@@H](C)CO)C[C@@H](C)[C@@H](CN(C)C(=O)NC(C)C)O2 | -6
Cc1ccc(S(=O)(=O)Nc2ccc3c(c2)C(=O)N([C@@H](C)CO)C[C@H](C)[C@H](CN(C)S(=O)(=O)c2ccc(F)cc2)O3)cc1 | 31
Cc1noc(C)c1S(=O)(=O)N(C)C[C@H]1Oc2c(cccc2N(C)C)C(=O)N([C@@H](C)CO)C[C@@H]1C | -9
O=C(c1ccccc1Oc1nnnn1-c1ccccc1)N1CCOCC1 | -7
C[C@H]1CN([C@@H](C)CO)C(=O)Cc2cc(NS(=O)(=O)c3ccccc3)ccc2O[C@H]1CN(C)Cc1ccc(-c2ccccc2)cc1 | 18
C[C@@H]1CN([C@@H](C)CO)C(=O)c2cccc(NS(=O)(=O)c3cccs3)c2O[C@@H]1CN(C)C(=O)Nc1cccc2ccccc12 | -8
O=S(=O)(Nc1ccncc1)c1ccc2ccccc2c1 | 1
Cc1ccc(S(=O)(=O)N(C)C[C@@H]2Oc3ccc(NC(=O)Nc4ccccc4)cc3C(=O)N([C@@H](C)CO)C[C@@H]2C)cc1 | 2
C[C@H](CO)N1C[C@H](C)[C@H](CN(C)C(=O)NC2CCCCC2)Oc2ccc(NC(=O)Nc3cccc4ccccc34)cc2CC1=O | 11
C[C@@H]1CN([C@H](C)CO)C(=O)c2cccc(NC(=O)NC3CCCCC3)c2O[C@@H]1CN(C)CC1CCCCC1 | -6
COc1ccc(NS(=O)(=O)c2ccc3c4c(cccc24)C(=O)S3)cc1 | 36
CC(C)NC(=O)Nc1ccc2c(c1)C(=O)N([C@H](C)CO)C[C@H](C)[C@@H](CN(C)S(C)(=O)=O)O2 | 5
C[C@@H]1CN([C@H](C)CO)C(=O)c2cccc(NC(=O)NC3CCCCC3)c2O[C@@H]1CN(C)Cc1ccc(C(=O)Nc2ccccc2N)cc1 | 19
C[C@@H]1CN([C@@H](C)CO)C(=O)CCCn2nncc2CO[C@@H]1CN(C)Cc1ccc(-c2ccccc2)cc1 | 91*
CC(C)NC(=O)Nc1cccc2c1O[C@H](CN(C)Cc1ccc(Oc3ccccc3)cc1)[C@@H](C)CN([C@@H](C)CO)C2=O | 72
O=C1NC(=O)C(c2ccccc2)(c2ccccc2)N1 | -5
CN(C)CCCO[C@H]1[C@@H](C(O)CO)OC2OC(C)(C)O[C@@H]21 (stereo partly drawn) | -14
CN(C(=O)C(Cl)Cl)c1ccc(OC(=O)c2ccco2)cc1 | -5
O=CNCCc1c[nH]c2ccccc12 | 2
C[C@@H]1CN([C@H](C)CO)C(=O)c2cccc(NC(=O)Nc3ccc4c(c3)OCO4)c2O[C@H]1CN(C)S(C)(=O)=O | 1

Not a retest: an excerpt of the list.
SMILES | U2OS ROS induce
CC(C)NC(=O)Nc1cccc2c1O[C@H](CN(C)Cc1ccc(Oc3ccccc3)cc1)[C@@H](C)CN([C@@H](C)CO)C2=O | 72
O=C1NC(=O)C(c2ccccc2)(c2ccccc2)N1 | -5
CN(C)CCCO[C@H]1[C@@H](C(O)CO)OC2OC(C)(C)O[C@@H]21 (stereo partly drawn) | -14
CN(C(=O)C(Cl)Cl)c1ccc(OC(=O)c2ccco2)cc1 | -5
O=CNCCc1c[nH]c2ccccc12 | 2
C[C@@H]1CN([C@H](C)CO)C(=O)c2cccc(NC(=O)Nc3ccc4c(c3)OCO4)c2O[C@H]1CN(C)S(C)(=O)=O | 1

Next section
SMILES | U2OS ROS induce
COc1ccccc1NC(=O)C(C)NS(=O)(=O)c1ccccc1 (stereo not drawn) | 1
C[C@@H]1CN([C@@H](C)CO)C(=O)c2cc(NS(=O)(=O)c3cccs3)ccc2O[C@H]1CN(C)C | -8
COc1ccc(/C=C2\Cc3ccccc3C2=O)cc1 | 29
COc1ccc([Si](C)(C)[C@@H]2[C@@H](CC(=O)N3Cc4ccccc4C[C@H]3CO)O[C@]3(C(=O)N(C)c4c(Br)cc(C)cc43)[C@H]2C)cc1 | 22
C[C@@H]1CN([C@H](C)CO)C(=O)c2cccc(NS(=O)(=O)c3ccc(Cl)cc3)c2O[C@H]1CN(C)C(=O)Nc1ccc(F)cc1 | -5
C=C[C@H]1[C@H](O[C@@H]2O[C@H](CO)[C@@H](O)[C@H](O)[C@H]2O)OC=C2C(=O)OCC[C@]21O | -5
Cc1cc(CNC(=O)c2cnc3ccccc3n2)c(C(F)(F)F)o1 | 4
COc1cc(NC(=O)c2ccc(Cn3cc(Cl)cn3)o2)c(C(C)=O)cc1OC | 25
N=c1c(C(=O)NCC2CCCO2)cc2c(=O)n3ccccc3nc2n1CCCN1CCOCC1 (stereo not drawn) | 4
COc1cccc(-n2nnnc2SCC(=O)Nc2ccccc2)c1 | 28
Cc1ccc(-c2nnc(Nc3cccc(O)c3)c3ccccc23)cc1S(=O)(=O)N1CCOCC1 | 21
O=c1c2ccccc2c(-c2cc(C(F)(F)F)cc(C(F)(F)F)c2)nn1CCO | 4
CC1CCN(C(=O)c2cc(Cl)nc3ccccc23)CC1 | -7
C[C@H](CO)N1C[C@H](C)[C@@H](CN(C)C(=O)Nc2ccccc2)Oc2ccc(NC(=O)CCC(F)(F)F)cc2C1=O | 48
COc1cccc(NC(=O)Cn2ncc3c4ccccc4n(Cc4ccccc4)c3c2=O)c1 | -7
C[C@H]1CN([C@@H](C)CO)C(=O)c2cc(NC(=O)Cc3cn(C)c4ccccc34)ccc2O[C@H]1CN(C)CC1CCCCC1 | 5
C[C@@H]1CN([C@H](C)CO)C(=O)c2cc(NS(=O)(=O)c3cn(C)cn3)ccc2O[C@H]1CN(C)C(=O)Nc1cccc2ccccc12 | u
COc1ccc2c(c1)nnc1n[nH]c(=O)n12 | 33
COc1ccc(CN(C)C[C@@H]2Oc3ccc(NS(=O)(=O)c4cn(C)cn4)cc3C(=O)N([C@H](C)CO)C[C@H]2C)cc1 | 4
C[C@H]1CN([C@@H](C)CO)C(=O)Cc2cc(NC(=O)CCN3CCOCC3)ccc2O[C@@H]1CN(C)C(=O)Nc1cccc2ccccc12 | -21

Among those listed so far, these have an NH in an aromatic ring:
SMILES | U2OS ROS induce
O=CNCCc1c[nH]c2ccccc12 | 2
COc1ccc2c(c1)nnc1n[nH]c(=O)n12 | 33

The list continues.
SMILES | U2OS ROS induce
CCN(CCS(=O)(=O)c1ccc(Cl)cc1)S(=O)(=O)c1ccc(Cl)cc1 | 18
Cc1ccc(S(=O)(=O)N(C)C[C@@H]2Oc3ccc(NC(=O)Cc4ccccc4)cc3CC(=O)N([C@H](C)CO)C[C@H]2C)cc1 | 9
O=C(Cn1c(=O)c2cccn2c2ccccc21)NC1CCCc2ccccc21 (stereo not drawn) | 37
Cc1noc(C)c1S(=O)(=O)Nc1cccc2c1O[C@@H](CN(C)C(=O)Nc1ccc(F)cc1)[C@@H](C)CN([C@@H](C)CO)C2=O | -7
O=c1c(F)cn(CC2CC(c3ccccc3)=NO2)c(=O)n1CC1CC(c2ccccc2)=NO1 (stereo not drawn) | -14
Cc1ccc(S(=O)(=O)Nc2cccc3c2O[C@@H](CN(C)Cc2ccncc2)[C@H](C)CN([C@@H](C)CO)C3=O)cc1 | -3
C[C@H](CO)N1C[C@H](C)[C@@H](CN(C)C(=O)Nc2ccc(C(F)(F)F)cc2)Oc2ccc(NC(=O)Nc3cccc4ccccc34)cc2C1=O | 51
COc1ccccc1NC(=O)CCC(=O)c1ccc(C)cc1 | 0
COc1cc2c(cc1-c1coc3cc(O[C@@H]4O[C@H](CO)[C@@H](O)[C@H](O)[C@H]4O)ccc3c1=O)OCO2 | -1
COc1ccc(OCC(O)Cn2nc(C)cc2C)cc1 (stereo not drawn) | 5
C[C@@H]1CN([C@@H](C)CO)C(=O)c2cc(N(C)C)ccc2O[C@H]1CN(C)Cc1ccc(Oc2ccccc2)cc1 | 38
